PRMT1 FP inh: PRMT1 (human) inhibition, primary screen. recombinant PRMT1, activity-based probe fluorescence polarization. inhibition, % at 2.79 µM. actives 1.3% (n = 370,000);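 active = inhibition above about 21% made by adding two undisclosed values, limit read from the data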
Target sequence (Q99873 whole entry, looked up): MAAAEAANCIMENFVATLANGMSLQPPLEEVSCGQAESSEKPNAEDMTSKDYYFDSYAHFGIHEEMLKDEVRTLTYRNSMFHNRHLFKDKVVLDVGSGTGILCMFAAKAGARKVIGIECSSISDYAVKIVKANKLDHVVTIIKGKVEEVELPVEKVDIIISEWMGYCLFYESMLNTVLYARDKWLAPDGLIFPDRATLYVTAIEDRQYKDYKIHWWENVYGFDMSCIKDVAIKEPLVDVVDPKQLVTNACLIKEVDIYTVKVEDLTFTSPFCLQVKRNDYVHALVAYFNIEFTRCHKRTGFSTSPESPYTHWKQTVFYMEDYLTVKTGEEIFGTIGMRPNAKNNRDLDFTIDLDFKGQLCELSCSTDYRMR
KLK7 zymogen act: proKLK7 (human) activation, primary screen; purified proKLK7, EDANS-DABCYL substrate fluorescence; 100% is mature enzyme control, 0% vehicle; activation, % at 7 µM; P49862; actives 0.9% (n = 370,000);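 active = activation above the mean of all tested compounds plus 3 SD, computed per campaign excluding outliers beyond control limits, cut at about 13% in these data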
Target sequence (P49862 whole entry, looked up): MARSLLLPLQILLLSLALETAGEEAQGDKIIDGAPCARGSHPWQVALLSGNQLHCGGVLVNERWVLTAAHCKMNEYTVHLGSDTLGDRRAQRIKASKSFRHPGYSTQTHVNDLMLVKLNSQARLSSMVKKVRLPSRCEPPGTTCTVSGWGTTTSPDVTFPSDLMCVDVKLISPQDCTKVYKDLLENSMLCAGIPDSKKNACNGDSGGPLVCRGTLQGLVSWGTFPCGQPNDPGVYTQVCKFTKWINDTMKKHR
MBD2 DNA inh: inhibitors of human MBD2 binding to methylated oligonucleotide | inhibition, % at 4.4 µM | TR-FRET | actives 0.31% (n = 370,000); in the data active = inhibition above about 13%
Target sequence (Q9UBB5 whole entry, looked up): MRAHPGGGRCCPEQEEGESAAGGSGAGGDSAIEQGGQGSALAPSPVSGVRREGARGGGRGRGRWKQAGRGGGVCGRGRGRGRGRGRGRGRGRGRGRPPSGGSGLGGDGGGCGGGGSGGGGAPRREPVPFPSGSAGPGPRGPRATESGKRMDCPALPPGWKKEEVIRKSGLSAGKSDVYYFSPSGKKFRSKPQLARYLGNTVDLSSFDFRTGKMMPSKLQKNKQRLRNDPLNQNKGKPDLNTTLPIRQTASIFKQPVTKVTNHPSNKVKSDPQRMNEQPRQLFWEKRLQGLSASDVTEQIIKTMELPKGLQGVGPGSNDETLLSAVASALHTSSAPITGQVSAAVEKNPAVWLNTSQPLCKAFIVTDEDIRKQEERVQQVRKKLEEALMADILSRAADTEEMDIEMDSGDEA
UHRF1 MBD2 ctr: UHRF1 methyl-DNA binding inhibition | UHRF1 binding to methylated oligo, TR-FRET | inhibition, % at 4.4 µM | actives 0.75% (n = 370,000); in the data active = inhibition above about 21%;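 also: UHRF1 SRA domain binding a hemimethylated CpG hairpin DNA probe; 0% = median of test compound wells and 100% = reference inhibitor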
DDE Tn6 FP inh: inhibitors of Tn6 peptide binding to human fibrin DD(E); P02675; Fibrin DD(E) TRITC-Tn6 fluorescence polarization displacement; inhibition, % at 8.3 µM; actives 0.21% (n = 370,000); AID 720509;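 active = inhibition above a per-campaign cutoff: mean of compounds within control limits plus 3 SD, cut at about 15% in these data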;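 also: 0% = median of all compound wells on the plate and 100% = blocking peptide control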
TCR-CD3 inh: human TCR-CD3 binding inhibition. TAMRA-labeled TCR probe fluorescence, biochemical. inhibition, % at 9.4 µM. actives 0.37% (n = 360,000). AID 651800; in the data active = inhibition above about 19%;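 also: recombinant mutant TCR 2C K166C tagged with TAMRA read by polarization; 0% = receptor in buffer alone and 100% = receptor with positive control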
TDP2 inh: TDP2 (human) inhibition, absorbance primary screen. recombinant TDP2, T5PNP hydrolysis, p-nitrophenol absorbance 415 nm. inhibition, % at 12.8 µM. AID 720702. O95551. actives 0.34% (n = 370,000);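 active = inhibition above the mean of all tested compounds plus 3 SD, set per campaign, cut at about 25% in these data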;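 also: 0% = DMSO with enzyme and 100% = buffer with substrate but no TDP2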
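Test system: human TDP2 enzyme; Input: 120 nM TDP2 per well; Buffer or medium: Mg2+-containing Tris-HCl buffer, pH 7.5; Reagent: 5 mM T5PNP; Dosing: 12.8 µM single point, 1% DMSO; Incubation: reaction 2 h, 37 °C; Detection: p-Nitrophenol epi absorbance; Read-out: % inhibition relative to enzyme-containing and enzyme-free wells; Replicates: single well per compound.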
SIAE inh: inhibitors of human sialic acid acetylesterase SIAE; SIAE FP-Rh probe binding, fluorescence polarization; inhibition, % at 9.66 µM; actives 0.69% (n = 370,000); AID 1053197;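 active = inhibition above a cutoff: mean of compounds within the control limits plus 3 SD of those, cut at about 17% in these data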;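 also: 0% = plate median of compound wells and 100% = probe without SIAE protein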
DDE Tn7 FP inh: disrupts Tn7 cyclic peptide binding to fibrin D-Dimer-E complex; P02675; FP displacement of FITC-Tn7 peptide from fibrin DD(E); 0% = median of compound wells per plate; inhibition, % at 8.3 µM; actives 0.13% (n = 370,000); AID 720508;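 active = inhibition above the mean of compounds falling within the control limits plus 3 SD of them, cut at about 14% in these data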;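 also: 0% = plate median of compound wells and 100% = 10 µM Aha-Tn7 peptide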
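system = human fibrin DD(E) protein | quantity = DD(E) 2 µM final | medium = Tris/NaCl/CaCl2 buffer, pH 7.8 | also added = labelled Tn7 tracer, 0.1 µM | compound dosing = single point at 8.3 µM | timing = compound with protein 10 min, then 3 h after probe, room temperature | signal = FP measurement | benchmarks = Aha-Tn7 high control | repeats = one replicate per compound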
LEDGF integ inh: blocks HIV-1 LEDGF/p75-dependent DNA integration; AID 743269; actives 0.64% (n = 370,000); TR-FRET IN-LEDGF/p75 DNA integration, Eu/Cy5; inhibition, % at 3.7 µM;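 active = inhibition above the screen-wide mean plus 3 SD, cut at about 13% in these data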;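 also: signal is the Cy5 over europium emission ratio at 671 and 618 nm; 0% = plate median of compound wells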
* marks the source's active call; other numbers are inactive results; nt = no result given.

#1 Cc1cc(=O)oc2cc(NC(=O)c3cc([N+](=O)[O-])ccc3N3CCOCC3)ccc12
#2 CC1(C)OC2CC3C4CC=C5CC(O)CCC5(C)C4CCC3(C)C2(C(=O)CO)O1 (stereo not given)
#3 CCCC1(CCC)NC(=O)N(CC(=O)N2CCN(C(=O)c3ccco3)CC2)C1=O
#4 O=C(Nc1ccccc1Cl)O[C@@H]1CC[C@@]23CCCN2C(=O)CCC[C@H]3C1
#5 CCOc1cc(/C=N/NC(=O)c2nnn(-c3nonc3N)c2C)ccc1OCc1cccc(F)c1
#6 CNC(=O)c1ccc(-c2sc3nc(N4CCOCC4)c4c(c3c2N)CCCC4)o1
Compound,1,2,3,4,5,6
PRMT1 FP inh,6,-4,-3,-2,1,8
KLK7 zymogen act,1.0,-0.6,0.1,nt,0.0,-76
MBD2 DNA inh,-2,-7,0,-5,5,0
UHRF1 MBD2 ctr,-2,4,-2,2,0,2
DDE Tn6 FP inh,4,-5,6,-5,-7,-8
TCR-CD3 inh,-3,4,-3,nt,5,1
TDP2 inh,-5,-14,3,4,18,3
SIAE inh,-3,-1,-3,-2,4,22*
DDE Tn7 FP inh,1,-7,1,-2,2,-1
LEDGF integ inh,-10,3,-1,0,2,-1

#7 N#CCC(=O)N/N=C\c1cccc(OC/C=C/c2ccccc2)c1
#8 O=C(NCc1ccc2c(c1)OCO2)c1nnc(Cc2ccc(Cl)cc2)o1
#9 COc1ccccc1N1CCN(/N=C/c2cccc(Cl)c2)CC1
#10 CCCCS(=O)(=O)N1CCCC(C(=O)Oc2ccccc2OC)C1 (stereo not given)
#11 N#CCC[C@H]1CC[C@]2(CCCN(S(=O)(=O)c3ccccc3)C2)O1
#12 COc1cc(C)nc(OCCNC(=O)COc2ccc(Cl)cc2C)n1
Compound,7,8,9,10,11,12
PRMT1 FP inh,0,-2,-2,0,1,-2
KLK7 zymogen act,-0.4,-0.1,0.0,0.0,-0.1,-0.3
MBD2 DNA inh,0,-5,-2,4,9,-1
UHRF1 MBD2 ctr,-4,-2,0,1,3,0
DDE Tn6 FP inh,-7,3,8,5,0,3
TCR-CD3 inh,-2,0,3,1,nt,-4
TDP2 inh,9,4,7,1,-5,-2
SIAE inh,-6,0,6,6,4,-1
DDE Tn7 FP inh,4,-2,0,1,2,-2
LEDGF integ inh,0,1,-4,3,-2,0

Entries of single compounds, looked up by structure. Screens in order: PRMT1 FP inh	KLK7 zymogen act	MBD2 DNA inh	UHRF1 MBD2 ctr	DDE Tn6 FP inh	TCR-CD3 inh	TDP2 inh	SIAE inh	DDE Tn7 FP inh	LEDGF integ inh
COc1ccccc1N1CCN(/N=C/c2cccc(Cl)c2)CC1 across the screens: -2	0.0	-2	0	8	3	7	6	0	-4
N#CCC[C@H]1CC[C@]2(CCCN(S(=O)(=O)c3ccccc3)C2)O1 across the screens: 1	-0.1	9	3	0	nt	-5	4	2	-2
COc1cc(C)nc(OCCNC(=O)COc2ccc(Cl)cc2C)n1 across the screens: -2	-0.3	-1	0	3	-4	-2	-1	-2	0
O=C(NCc1ccc2c(c1)OCO2)c1nnc(Cc2ccc(Cl)cc2)o1 across the screens: -2	-0.1	-5	-2	3	0	4	0	-2	1
CCCCS(=O)(=O)N1CCCC(C(=O)Oc2ccccc2OC)C1 (stereo not given) across the screens: 0	0.0	4	1	5	1	1	6	1	3

The listing continues:
#13 c1nnc2c3c4c(sc3ncn12)CCC4
#14 Cc1ccc(N(C(=O)CCl)C(C(=O)NC2CCCCC2)c2cccnc2)cc1C (stereo not given)
#15 O=C1/C(=C/c2ccco2)CCC1C1CCCC1 (stereo not given)
#16 CC1CCN(CCCCOc2ccc([N+](=O)[O-])cc2)CC1
#17 Cc1ccc(S(=O)(=O)CCC(=O)OCC(=O)N(C)CC(=O)Nc2ccc(F)cc2)cc1
#18 COCCNC(=O)c1cc(-c2ccc3c(c2)OCO3)on1
Compound,13,14,15,16,17,18
PRMT1 FP inh,2,4,2,0,-3,-4
KLK7 zymogen act,-0.1,-0.4,0.8,-0.2,0.2,0.6
MBD2 DNA inh,-6,-2,-2,-4,-7,0
UHRF1 MBD2 ctr,-6,3,18,4,-6,0
DDE Tn6 FP inh,4,10,-10,2,6,-1
TCR-CD3 inh,-4,-9,-8,-2,5,10
TDP2 inh,11,-8,3,-1,-7,4
SIAE inh,4,-2,3,-1,4,5
DDE Tn7 FP inh,3,-10,0,-5,6,-6
LEDGF integ inh,2,5,0,1,-1,1

#19 CC(=O)N/C(=C/c1ccc(Cl)cc1)C(=O)NCCc1c[nH]c2ccccc12
#20 Cc1oc(=O)c(NC(=O)c2ccccc2)cc1C(=O)c1ccccc1
#21 O=C(CN(c1ccc(Cl)cc1)S(=O)(=O)c1ccccc1)N/N=C/c1ccco1
#22 COC(=O)c1ccc(Cn2nc(C(F)(F)F)cc2C)cc1
#23 CCOC(=O)c1ccc(NC(=O)c2nc[nH]c2C(=O)N2CCc3ccccc3C2)cc1
#24 OCCNC(=S)NC1CCCCC1
Compound,19,20,21,22,23,24
PRMT1 FP inh,-4,56*,4,1,2,-2
KLK7 zymogen act,-0.1,-0.4,0.3,-0.1,0.5,0.2
MBD2 DNA inh,-2,2,2,3,-2,0
UHRF1 MBD2 ctr,-3,-3,0,-3,-1,-3
DDE Tn6 FP inh,1,-5,-3,-2,-6,2
TCR-CD3 inh,9,5,-3,-3,2,0
TDP2 inh,0,-5,1,5,2,-3
SIAE inh,0,2,5,0,-4,3
DDE Tn7 FP inh,-1,2,2,-8,-5,-8
LEDGF integ inh,0,4,-1,-2,-1,0

#25 O=C(c1ccc(F)cc1)N1CCCC(N2CCN(Cc3ccc4c(c3)OCO4)CC2)C1 (stereo not given)
#26 CCOc1ccc(OCC)c(NS(=O)(=O)c2cn(C)cn2)c1
#27 Fc1ccc2nc(-c3ccccc3)nc(SCc3nnc(-c4ccccc4)o3)c2c1
#28 COc1ccc2oc(C(=O)OCC(=O)N(CCC#N)c3ccccc3)c(C)c2c1
#29 COc1ccc(NC(=O)NC(C)C2CC3CCC2C3)cc1 (stereo not given)
#30 Cc1ccc(NC(=O)c2ccc(NS(=O)(=O)c3ccc4[nH]c(=O)[nH]c4c3)cc2)nc1
Compound,25,26,27,28,29,30
PRMT1 FP inh,4,2,-1,0,-3,-3
KLK7 zymogen act,0.0,0.0,-0.1,-1.8,-0.1,-0.2
MBD2 DNA inh,-3,2,-4,-8,-2,2
UHRF1 MBD2 ctr,2,-1,1,-3,-1,3
DDE Tn6 FP inh,-4,3,10,-3,2,-1
TCR-CD3 inh,-2,2,10,14,-1,2
TDP2 inh,-9,11,-2,-3,-5,-10
SIAE inh,12,0,-4,-4,5,-11
DDE Tn7 FP inh,0,2,-4,8,0,-8
LEDGF integ inh,0,-3,-3,-2,0,2

Sorted by number of heavy atoms (lowest first): some entries from above.
#29 COc1ccc(NC(=O)NC(C)C2CC3CCC2C3)cc1 (stereo not given)
#28 COc1ccc2oc(C(=O)OCC(=O)N(CCC#N)c3ccccc3)c(C)c2c1
#30 Cc1ccc(NC(=O)c2ccc(NS(=O)(=O)c3ccc4[nH]c(=O)[nH]c4c3)cc2)nc1
Compound,29,28,30
PRMT1 FP inh,-3,0,-3
KLK7 zymogen act,-0.1,-1.8,-0.2
MBD2 DNA inh,-2,-8,2
UHRF1 MBD2 ctr,-1,-3,3
DDE Tn6 FP inh,2,-3,-1
TCR-CD3 inh,-1,14,2
TDP2 inh,-5,-3,-10
SIAE inh,5,-4,-11
DDE Tn7 FP inh,0,8,-8
LEDGF integ inh,0,-2,2

Later entries.
#31 CC1(S(=O)(=O)O)CC(=O)c2ccccc2C1=O (stereo not given)
#32 C/C(=N\Nc1cccc([N+](=O)[O-])c1)c1cc(F)ccc1O
#33 CCOc1ccc(NC(=O)NNC(=O)c2ccc(Cl)cc2Cl)cc1
#34 CC(=O)Nc1ccc(S(=O)(=O)Nc2ccc3c(c2)CCC3)cc1
#35 CNC(=O)/C(=C\c1ccc([N+](=O)[O-])cc1)NC(C)=O
#36 COc1ccc(CN2CCN(Cc3ccc4cc(F)ccc4n3)CC2CCO)c(C)c1C (stereo not given)
Compound,31,32,33,34,35,36
PRMT1 FP inh,-2,-2,-2,0,-1,-2
KLK7 zymogen act,0.2,-0.4,0.3,-0.1,-0.1,-0.4
MBD2 DNA inh,-4,-1,-2,2,2,1
UHRF1 MBD2 ctr,-3,2,-2,-1,-2,-1
DDE Tn6 FP inh,-7,-1,9,-5,-4,4
TCR-CD3 inh,5,1,1,2,7,4
TDP2 inh,9,-11,-5,13,8,-3
SIAE inh,-38,0,-6,7,3,1
DDE Tn7 FP inh,6,-9,1,1,-4,3
LEDGF integ inh,-2,3,-1,1,-1,2

#37 O/N=C/c1cn(-c2ccccc2)nc1-c1ccccc1
#38 Cc1c(Cl)cccc1NC(=O)N1CCN(C(=O)c2ccco2)CC1
#39 CNC(=O)c1cc(Cl)c(OC)c(OC)c1
#40 COc1ccc(CNC(=O)[C@H](Cc2ccccc2)NC(=O)CC[C@H]2O[C@@H](n3ccc(=O)[nH]c3=O)[C@H](O)[C@@H]2O)cc1
#41 O=C(COc1ccccc1)Nc1ccc([N+](=O)[O-])cc1
#42 CCn1cc(C(=O)N2CCCC2)c(=O)c2cc(S(=O)(=O)N3CCC(C)CC3)ccc21
#43 CSc1ccc(Cl)c(C(=O)NCc2ccco2)c1
#44 COc1ccc(OC)c(/C=N/NC(=O)c2[nH]ncc2Br)c1
Compound,37,38,39,40,41,42,43,44
PRMT1 FP inh,-1,-2,6,6,-1,-3,4,1
KLK7 zymogen act,0.1,-0.5,-0.1,-0.2,0.2,0.2,0.5,-6.0
MBD2 DNA inh,1,1,3,-1,-4,-1,0,-2
UHRF1 MBD2 ctr,-1,0,5,2,1,-1,-1,-2
DDE Tn6 FP inh,8,-7,-5,-3,-1,-6,3,4
TCR-CD3 inh,3,2,-2,0,1,5,7,9
TDP2 inh,12,-1,5,-4,-20,10,-1,1
SIAE inh,-9,-2,4,2,-6,1,2,-4
DDE Tn7 FP inh,-1,-11,7,-1,2,3,-1,0
LEDGF integ inh,2,-2,0,5,1,2,-2,-1

Assay outcomes as filed in PubChem BioAssay.
